MEKK3 PB1 HTS: modulators of MEKK3-MEK5 PB1 binding, primary screen, biochemical, wildtype MEKK3, multiplex bead flow cytometry, Alexa488-MEK5; bead-based flow cytometry, Alexa488-MEK5 binding to MEKK3; actives lie on both sides; 0 = blocked by unlabeled MEK5, 100 = vehicle; hit rate 1.4% among 290,000; binding response (% of control), % at 10 µM; Mitogen-activated protein kinase kinase kinase 3 (Homo sapiens), Q99759;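 active = binding response more than 3 SD above or below the average of its plate-row segment, actives on both sides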;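 also: Alexa488 bead fluorescence after subtracting the streptavidin-only scavenger bead signal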
SUMO HTRF inh: inhibitors of in vitro SUMOylation cascade, primary screen, biochemical, HTRF, uHTS; inhibition, % at 35 µM; SUMO-conjugating enzyme UBC9 (Homo sapiens), P63279; hit rate 0.36% among 290,000; AID 2006, 2009; HTRF SUMOylation assay, SAE1/SAE2 + UBC9; in the data active = inhibition above about 50%, passing the limit was not always enough; also: strong numbers were not always called active
IDE cell activ: human IDE activators in live cells, primary screen, fluorescence polarization, HEK cells, FAbeta-B substrate | Insulin-degrading enzyme (Homo sapiens), P14735 | FAbeta-B cleavage; 0% vehicle, 100% cell-free pure enzyme wells | activation, % at 5.96 µM | hit rate 0.073% among 340,000 | AID 493087, 2011;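 active = activation above the mean of all tested compounds plus 3 SD, set per screening campaign, cut at about 17% in these data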
MEKK2 WT-MEK5: modulators of MEK5 binding to wildtype MEKK2, primary screen, biochemical, multiplex bead flow cytometry, Alexa488-MEK5; hit rate 1.1% among 290,000; Alexa488-MEK5 binding to MEKK2 WT; actives lie on both sides; binding response (% of control), % at 10 µM; Mitogen-activated protein kinase kinase kinase 2 (Homo sapiens), Q9Y2U5; in the data active = binding response below about 67% or above about 130%
NALP1 yeast inh: NALP1 inflammasome inhibitors in reconstituted yeast, colorimetric, S. cerevisiae, triplicate retest | S. cerevisiae NALP1/ASC/caspase-1 growth, X-gal OD620, 72 h | inhibition, % at 10 µM | hit rate 0.61% among 280,000 | AID 2071, 2009; in the data active = inhibition mostly above about 24%, no sharp cut-off; inactive = mostly below about 32%; also: some compounds called inactive have numbers as strong as hits
M18AAP inhibitor: PfM18AAP inhibitors, malaria aminopeptidase, primary screen, biochemical, QFRET, recombinant enzyme. H-Glu-NHMec fluorogenic cleavage. inhibition, % at 7.35 µM. hit rate 1.2% among 290,000. AID 1822, 2009;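 active = inhibition above the campaign mean inhibition over all tested compounds plus 3 SD, cut at about 28% in these data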;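 also: 0% = plate median of test compound wells and 100% = 2 mM ZnCl2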
IDE inh: human IDE inhibitors in live cells, primary screen, fluorescence polarization, HEK cells, FAbetaB substrate; Insulin-degrading enzyme (Homo sapiens), P14735; inhibition, % at 5.59 µM; FAbetaB cleavage; hit rate 0.41% among 320,000; AID 434962, 2010;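 active = percent inhibition above the average of all tested compounds plus 3 SD, set per screening campaign, cut at about 16% in these data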;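 also: IDE supplied by intact live HEK cells; FP after avidin binding of uncleaved biotin substrate so inhibition keeps polarization high; 0% = DMSO wells and 100% = 60 µM reference IDE inhibitor Ii1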
MEKK2mut PB1 HTS: MEK5 binding signal on mutant MEKK2 PB1, primary screen, biochemical, multiplex bead flow cytometry, Alexa488-MEK5; Alexa488-MEK5 binding to MEKK2 mutant; percent response, % at 10 µM; hit rate 0.35% among 290,000; in the data active = percent response above about 24%, passing the limit was not always enough; also: inactives centre near 1; some results filed as inactive read as strong as hits; reference of the scale not given here
p-CIP stab down: p/CIP-EGFP fusion destabilizers, primary screen, fluorescence, F442A cells. Q05BA5. 16 h. decrease of EGFP signal, % at 10 µM. hit rate 0.01% among 290,000. AID 1984, 2009;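 active = EGFP signal decrease of at least 30% at 10 µM or well 3 SD below plate mean, unless failing retest; inactive = the rest, including hits failing retest or dose response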; also: some compounds called inactive have numbers as strong as hits; many of its hits are not listed in these tables
Target sequence (Q05BA5 1-1403): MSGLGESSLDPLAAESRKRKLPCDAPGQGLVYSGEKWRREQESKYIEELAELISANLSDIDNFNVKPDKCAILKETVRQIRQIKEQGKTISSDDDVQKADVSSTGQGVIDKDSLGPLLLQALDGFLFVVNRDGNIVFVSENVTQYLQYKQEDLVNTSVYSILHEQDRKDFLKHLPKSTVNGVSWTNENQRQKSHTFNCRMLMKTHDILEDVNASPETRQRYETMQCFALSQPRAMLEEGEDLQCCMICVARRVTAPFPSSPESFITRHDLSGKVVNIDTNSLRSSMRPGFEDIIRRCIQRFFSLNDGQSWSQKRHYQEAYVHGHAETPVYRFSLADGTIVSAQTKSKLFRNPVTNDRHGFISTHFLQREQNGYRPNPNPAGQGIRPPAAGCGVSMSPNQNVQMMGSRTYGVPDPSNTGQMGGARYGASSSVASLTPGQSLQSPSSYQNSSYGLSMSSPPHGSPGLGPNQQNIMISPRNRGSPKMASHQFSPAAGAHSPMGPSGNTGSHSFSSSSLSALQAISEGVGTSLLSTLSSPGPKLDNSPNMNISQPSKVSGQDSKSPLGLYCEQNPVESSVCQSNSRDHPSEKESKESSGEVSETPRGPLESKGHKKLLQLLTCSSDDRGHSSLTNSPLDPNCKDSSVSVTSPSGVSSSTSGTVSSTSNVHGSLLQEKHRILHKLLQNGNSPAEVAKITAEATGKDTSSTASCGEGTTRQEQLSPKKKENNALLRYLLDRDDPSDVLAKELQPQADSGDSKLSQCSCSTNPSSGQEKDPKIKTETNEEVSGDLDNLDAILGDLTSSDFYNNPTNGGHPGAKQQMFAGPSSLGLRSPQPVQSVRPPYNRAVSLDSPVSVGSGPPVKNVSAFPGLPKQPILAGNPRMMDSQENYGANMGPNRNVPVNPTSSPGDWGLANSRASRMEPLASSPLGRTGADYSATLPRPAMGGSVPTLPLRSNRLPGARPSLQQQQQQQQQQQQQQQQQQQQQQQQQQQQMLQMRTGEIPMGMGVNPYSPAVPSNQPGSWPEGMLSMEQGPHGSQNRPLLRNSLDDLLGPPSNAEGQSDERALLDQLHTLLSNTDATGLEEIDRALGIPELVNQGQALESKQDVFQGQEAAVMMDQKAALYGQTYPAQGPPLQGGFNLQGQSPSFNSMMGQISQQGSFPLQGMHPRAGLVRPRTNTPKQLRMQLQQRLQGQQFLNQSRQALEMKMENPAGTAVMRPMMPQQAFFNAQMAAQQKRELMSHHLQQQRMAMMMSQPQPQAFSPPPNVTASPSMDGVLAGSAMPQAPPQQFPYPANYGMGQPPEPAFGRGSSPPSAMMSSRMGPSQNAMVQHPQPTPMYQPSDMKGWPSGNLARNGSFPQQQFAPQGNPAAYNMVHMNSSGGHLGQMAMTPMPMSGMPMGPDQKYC
Starred values were filed as active, the others as inactive; . = no result given. A portion of the library (hit frequency here may not be typical).

The line under a structure holds: MEKK3 PB1 HTS	SUMO HTRF inh	IDE cell activ	MEKK2 WT-MEK5	NALP1 yeast inh	M18AAP inhibitor	IDE inh	MEKK2mut PB1 HTS	p-CIP stab down
O=C1CC(c2ccc(S(=O)(=O)NC3CC3)cc2)CN1 (stereo not drawn)
  93.0	13.6	2.5	91.0	-8.4	4.3	0.1	-3.0	-11.0
O=C(NCCc1cccc(Cl)c1)c1cccs1
  103.0	-6.6	-0.3	101.0	-8.5	-0.3	6.2	3.0	-8.5
Cc1ccc(NC(=O)C2CCN(c3cnccn3)CC2)cc1C
  95.0	14.7	-0.9	90.0	-1.1	-0.4	6.8	-11.0	5.2
O=C(Nc1nnc(CCS(=O)(=O)c2ccc3ccccc3c2)s1)c1ccc([N+](=O)[O-])cc1
  108.0	-5.8	1.6	105.0	11.3	-3.1	0.3	-2.0	-8.9
COc1ccc(S(=O)(=O)N2CCC(c3cc(-c4cccc5ccccc45)n[nH]3)CC2)cc1
  106.0	-26.2	-6.9	97.0	12.3	-2.9	0.2	-1.0	-2.2
O=C(CS(=O)c1ccc(F)cc1)N1CCOCC1 (stereo not drawn)
  105.0	15.9	6.2	105.0	-6.4	9.3	2.5	10.0	-10.1
C=CCc1cccc(CNc2ccc(S(=O)(=O)Nc3nccnc3OC)cc2)c1O
  98.0	12.1	3.5	95.0	-5.7	7.8	4.1	0.0	-0.7
O=C(CSc1nc(C2CC2)nc2ccccc12)Nc1cccc(O)c1
  102.0	22.2	-2.1	97.0	0.7	-2.0	0.5	8.0	-5.3
O=C1NC(=Nc2ccccc2)S/C1=C/c1cccs1
  109.0	19.1	-0.1	100.0	7.2	2.5	-1.6	-2.0	-8.5
CC1=C(Sc2ccccn2)C(=O)NC(C)(C)C1
  102.0	1.8	6.4	107.0	-17.1	-0.2	-2.3	1.0	-5.6
Nc1nc(Cl)cc(NCCc2ccccc2)n1
  105.0	0.9	.	96.0	-10.4	2.5	0.0	-2.0	3.7
COc1cccc(=O)c2c(C)oc(C)c12
  105.0	12.8	-1.2	106.0	12.6	5.0	0.9	13.0	-0.3
COC(=O)c1c(NC(=O)c2ccccc2F)sc2c1C(C(=O)OC)CC2 (stereo not drawn)
  98.0	6.6	3.4	97.0	0.5	-3.0	2.8	0.0	0.9
Cc1ccc(/C=N/NC(=O)c2ccncc2)cc1
  96.0	-7.0	0.2	97.0	27.9	-13.9	4.6	-2.0	3.3
O=P(CCCCCCCCCP(=O)(c1ccccc1)c1ccccc1)(c1ccccc1)c1ccccc1
  99.0	6.3	-2.5	98.0	53.1	4.3	4.9	1.0	-11.5
CCCN1CCC(N(C)CCc2ccc(OC)c(OC)c2)CC1
  93.0	3.8	1.4	101.0	-7.0	-7.2	-2.9	3.0	6.5
O=C(NCCCn1ccnc1)c1ccc(-c2ccccc2)cc1
  105.0	-7.0	-5.5	109.0	13.5	-0.5	14.9	4.0	5.0
Nc1nnc(COc2cccc(C(F)(F)F)c2)s1
  100.0	17.4	0.9	100.0	11.3	-6.8	-0.2	1.0	-3.6
O=C(NCCN1CCN(c2ccccc2)CC1)C1CCN(S(=O)(=O)c2cccc3nonc23)CC1
  99.0	11.8	0.6	102.0	23.0	-1.9	-0.8	3.0	-19.7
COc1cc(NC(=O)COC(=O)CSc2ccc3ccccc3c2)c(C)cc1[N+](=O)[O-]
  105.0	1.2	-3.2	108.0	33.1	6.9	-5.0	-1.0	-7.1
O=C(Nc1cccc(O)c1)c1noc2c1CCCCC2
  96.0	-13.5	-1.5	93.0	-4.4	-6.2	1.1	-3.0	10.9
COc1cccc(NC(=O)COC(=O)COc2ccccc2[N+](=O)[O-])c1
  106.0	-8.5	4.4	103.0	19.4	-7.9	-5.6	2.0	-13.6
CCN(CC)S(=O)(=O)c1ccc(C)c(NC(=O)COc2ccc(Br)cc2Cl)c1
  100.0	5.9	4.8	117.0	36.5	-12.4	10.7	11.0	-0.8
Cc1nc(-c2cccc(S(=O)(=O)N3CCCC(C)C3)c2)cs1 (stereo not drawn)
  101.0	-17.1	0.2	106.0	4.9	-0.8	0.8	15.0	-4.5
O=[N+]([O-])c1ccc(N=NNc2ccccc2)cc1
  96.0	16.3	3.6	91.0	-2.3	-4.2	2.1	-9.0	-1.6
COc1ccc(-c2nc(-c3ccncc3)no2)cc1
  97.0	-2.6	4.3	97.0	0.1	4.7	.	-2.0	-5.8
CCOC(=O)Cc1csc(NC(=S)NC(=O)CC(C)C)n1
  91.0	0.3	4.7	93.0	26.3	-5.3	1.1	-3.0	1.1
CCOC(=O)c1cn2ccc(C)cc2n1
  99.0	20.9	1.3	96.0	9.7	-3.4	-1.5	-10.0	-11.0
COc1cc2nc(=S)n3[nH]c(CCn4c(C)nc5ccccc54)nc3c2cc1OC
  104.0	-3.8	-1.1	106.0	13.3	-4.4	-1.9	6.0	-5.7
CCCn1c(N)c(C(=O)CN2CCN(S(=O)(=O)c3cccs3)CC2)c(=O)[nH]c1=O
  102.0	-24.6	-5.6	99.0	-9.7	-1.0	1.2	1.0	2.9
Cc1ccc(C)c(NC(=O)CSc2nnc(-c3n[nH]c4ccccc34)o2)c1
  94.0	19.7	1.7	95.0	13.4	8.0	-2.1	-2.0	-0.8
O=C(NCC(c1cccnc1)N1CCN(c2ccc(F)cc2)CC1)c1ccc2c(c1)OCO2 (stereo not drawn)
  77.0	-5.1	-1.9	87.0	5.8	4.0	0.4	-14.0	-7.5
Cn1cccc1/C=N/NC(=O)Cc1cccs1
  100.0	16.9	.	91.0	22.4	0.3	0.9	-3.0	0.3
CCCCc1nc(Cl)c(C#N)c2c1CSC(C)(C)C2
  101.0	5.6	-3.0	102.0	23.2	-3.6	2.4	11.0	-1.7
Cc1ccc(SCC(=O)N2CCCC2)cc1
  68.0	-8.7	5.4	73.0	0.8	-1.3	-3.8	-6.0	-1.2
CCOC(=O)c1c(C)nc(-c2ccccc2)nc1NC(=O)CC
  104.0	24.0	2.3	99.0	9.8	-1.5	6.5	2.0	-17.6
CC(C)N1CCN(C(=O)c2ccc(OC3CCN(CCc4ccccc4)CC3)cc2)CC1
  97.0	12.4	-0.2	106.0	8.3	6.3	4.9	5.0	-14.5
CCOC(=O)c1cnn(-c2nc(-c3cccc(F)c3)cs2)c1C(F)(F)F
  104.0	-14.2	3.9	100.0	-5.9	-6.8	-8.9	1.0	-20.4
O=[N+]([O-])c1cc2c(cc1/C=N/NS(=O)(=O)c1ccc(Br)cc1)OCO2
  102.0	-17.8	.	95.0	-1.3	49.7*	6.3	-5.0	-1.1
O=C(Nc1ccc2c(c1)OCCO2)C1CC(O)CN1C(=O)Nc1ccccc1 (stereo not drawn)
  98.0	6.4	3.1	94.0	12.6	-0.6	1.2	-4.0	-10.7
COc1ccc(C2C(C(=O)OC3CCCCC3)=C(C)Nc3nnnn32)c(OC)c1OC (stereo not drawn)
  96.0	-0.1	4.5	92.0	22.7	-12.1	4.3	-3.0	-7.5
CCCC(C)C(=O)NCc1ccccc1OC (stereo not drawn)
  98.0	20.6	3.3	98.0	14.2	-7.2	6.8	0.0	8.0
Cc1ccccc1-c1nc(CS(=O)(=O)CC(=O)N2CCN(C)CC2)c(C)o1
  104.0	15.5	3.5	107.0	12.6	5.9	0.6	2.0	-2.0
COc1cc(C(CC(=O)N2CCN(c3ccccc3)CC2)c2c(OC)cc(OC)c3ccc(=O)oc23)cc(OC)c1OC (stereo not drawn)
  106.0	13.1	9.5	88.0	-17.0	.	-1.1	3.0	-5.7
CCNC(=S)NNC(=O)c1cc(C)on1
  99.0	7.1	-4.8	96.0	5.5	26.7	5.1	-2.0	-3.7
COCCCN1C(=O)c2ccc(C(=O)Nc3ccc(C)cc3C)cc2C1=O
  98.0	13.6	-3.3	104.0	7.1	3.3	-0.9	1.0	-5.0
COc1cc(CC(NC(C)=O)C(=O)NC2CCN(c3c4c(nc5ncnn35)CCC4)CC2)cc(OC)c1 (stereo not drawn)
  93.0	21.0	.	84.0	6.1	-3.4	-5.2	-13.0	-9.4
CCn1c(=O)c(=O)[nH]c2cc(C(=O)NCc3ccc(F)cc3)ccc21
  106.0	19.7	-1.4	101.0	0.7	3.2	-4.5	4.0	2.1
CCOC(=O)/C(=C/c1c2ccccc2cc2ccccc12)NC(=O)c1ccccc1
  98.0	-32.2	2.7	95.0	-0.1	2.0	1.3	-3.0	-1.9
CSc1ccc(CCNC(=O)C2CCCN(S(=O)(=O)N3CCOCC3)C2)cc1 (stereo not drawn)
  89.0	-3.4	-0.7	96.0	2.8	-1.0	3.0	-10.0	17.6
O=C(CN1CCN(Cc2ccccc2)CC1)Nc1ccc(Cl)cn1
  96.0	8.2	3.0	98.0	15.6	-7.1	4.6	1.0	-5.5
Cc1ccc2nc(SCC(=O)Nc3cccc(S(N)(=O)=O)c3)[nH]c2c1
  82.0	-11.4	2.7	78.0	.	0.1	4.6	-27.0	0.0
CCC(C)NC(=O)Cn1cnc2sc(C)cc2c1=O (stereo not drawn)
  97.0	22.1	0.0	100.0	13.0	-12.0	8.0	-1.0	-3.0
Cc1ccc(CSc2nc3ccsc3c(=O)n2Cc2ccccn2)cc1
  139.0*	-4.7	0.2	101.0	23.7	-0.7	-4.0	1.0	-7.3
O=C(CCn1cnc2ccccc21)N/N=C/c1ccccc1O
  95.0	13.1	2.2	103.0	16.5	5.9	4.2	3.0	11.8
CC(=NCCN1CCN(C(=S)Nc2ccccc2)CC1)C1=C(O)CC(C)(C)CC1=O
  100.0	10.9	2.4	99.0	4.1	-0.4	0.2	0.0	4.3
COc1ccc(Nc2ncnc3ccc(C)cc23)cc1
  101.0	-3.0	0.8	107.0	5.1	2.3	4.0	1.0	6.2
CCOC(=O)c1cnn(-c2nc(OCC)cc(OCC)n2)c1C
  100.0	-8.6	5.2	103.0	28.1	4.7	-6.9	-2.0	0.1
Cc1cc(C)nc(NC(=O)c2ccccc2O)n1
  105.0	9.5	6.5	103.0	10.1	1.7	-8.6	7.0	-2.2
Cc1ccc(NC(=O)C2(c3ccc([N+](=O)[O-])cc3)CCCC2)cc1
  92.0	0.9	2.1	95.0	41.9	-4.1	5.8	1.0	-3.8
C/C(N)=C(/C#N)C(=O)COC(=O)c1cc(S(=O)(=O)N2CCCCC2)ccc1C
  .	1.1	0.7	.	37.3	-9.0	3.6	.	-4.0
CCC(C(=O)Nc1nnc(-c2ccco2)s1)c1ccccc1 (stereo not drawn)
  100.0	0.6	1.9	97.0	7.7	3.5	-4.5	-1.0	-2.5
NC1=NC(=O)CC(C(=O)NCCc2ccccc2)S1 (stereo not drawn)
  105.0	-0.7	5.3	111.0	9.0	-76.3	0.3	4.0	-14.8

Bioassay records (PubChem BioAssay)
